# MEX-5 binding: C. elegans MEX-5 TCR-2 RNA binding activity. 300,000 compounds, 0.38% hits. MEX-5/FITC-TCR2 RNA binding, fluorescence polarization; stronger effect = lower value. activity score (negative = inhibition of binding), % at 10 µM;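 active means inhibition past about -25% in most replicates, and total fluorescence under double the plate's negative control median, limit read from the data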;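 further: 0% = DMSO and -100% = 5 µM competing unlabeled TCR2 RNA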
# Yeast superoxide: yeast age-related superoxide inhibition as caloric restriction mimetic | 330,000 compounds, 0.18% hits | S. cerevisiae aged cells, superoxide DHE fluorescence; stronger effect = lower value | superoxide response (% of plate mean), % at 10 µM;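 active means superoxide response under a set limit, about three screen SD below normal, cut at about 65% in these data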;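 further: yeast aged for seven days with compound at 30 °C before DHE staining; 100% = average MFI of all compound-treated wells on the plate with controls excluded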
# BCLXL inh: inhibitors of human Bcl-xL. AID 2129. inhibition, % at 10.9 µM. GST-Bcl-xL / FITC-Bim BH3 peptide fluorescence polarization. 320,000 compounds, 0.7% hits;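 active means inhibition above the mean of all tested compounds plus 3 SD, cutoff set per campaign, cut at about 30% in these data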;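 further: 0% = DMSO wells and 100% = unlabeled Bim-BH3 peptide competitor; inhibitors lower millipolarization by displacing the labeled peptide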
# Target sequence (Q07817 whole entry, looked up): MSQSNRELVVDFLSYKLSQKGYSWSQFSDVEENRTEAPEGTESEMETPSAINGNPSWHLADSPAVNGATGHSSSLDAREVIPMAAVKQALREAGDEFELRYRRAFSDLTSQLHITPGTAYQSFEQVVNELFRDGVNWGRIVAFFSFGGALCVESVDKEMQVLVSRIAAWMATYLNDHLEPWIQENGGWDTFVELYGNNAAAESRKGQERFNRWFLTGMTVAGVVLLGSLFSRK
# MCL1 BIM primary: MCL1-BIM-BH3 interaction inhibition (human) | Q07820 | GST-MCL1 / FITC-Bim-BH3 fluorescence polarization | inhibition, % at 10.9 µM | 320,000 compounds, 0.68% hits | AID 2057;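 active means inhibition above the mean inhibition of all tested compounds plus 3 SD, set per campaign, cut at about 40% in these data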;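 further: 0% = DMSO wells and 100% = unlabeled Bim-BH3 peptide control; higher means more loss of mP so more displacement of Bim peptide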
# Target sequence (Q07820 whole entry, looked up): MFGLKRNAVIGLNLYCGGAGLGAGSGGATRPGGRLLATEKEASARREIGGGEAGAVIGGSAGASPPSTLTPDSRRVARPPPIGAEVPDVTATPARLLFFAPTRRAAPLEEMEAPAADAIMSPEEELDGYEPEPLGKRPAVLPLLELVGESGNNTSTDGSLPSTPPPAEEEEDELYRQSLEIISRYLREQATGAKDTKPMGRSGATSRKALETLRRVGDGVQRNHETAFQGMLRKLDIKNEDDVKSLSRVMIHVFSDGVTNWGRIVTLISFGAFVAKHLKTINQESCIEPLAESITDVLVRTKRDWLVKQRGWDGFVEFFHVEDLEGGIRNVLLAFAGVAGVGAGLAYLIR
# EBNA-1 inhibitor: blocks EBNA-1 binding to DNA; 300,000 compounds, 0.34% hits; inhibition, % at 14.8 µM; EBNA-1 DNA binding, fluorescence polarization; in the data active means inhibition above about 28%
# GLD-1 TGE inh: GLD-1-TGE RNA interaction inhibition (C. elegans); inhibition, % at 5.96 µM; purified GLD-1 + fluorescein TGE RNA, fluorescence polarization; 320,000 compounds, 0.44% hits; Q17339;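 active means percent inhibition above a per-plate cutoff, the plate mean of test compounds plus 3 SD, cut at about 30% in these data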;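 further: 0% = DMSO wells with GLD-1 and probe and 100% = wells lacking GLD-1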
# Target sequence (Q17339 whole entry, looked up): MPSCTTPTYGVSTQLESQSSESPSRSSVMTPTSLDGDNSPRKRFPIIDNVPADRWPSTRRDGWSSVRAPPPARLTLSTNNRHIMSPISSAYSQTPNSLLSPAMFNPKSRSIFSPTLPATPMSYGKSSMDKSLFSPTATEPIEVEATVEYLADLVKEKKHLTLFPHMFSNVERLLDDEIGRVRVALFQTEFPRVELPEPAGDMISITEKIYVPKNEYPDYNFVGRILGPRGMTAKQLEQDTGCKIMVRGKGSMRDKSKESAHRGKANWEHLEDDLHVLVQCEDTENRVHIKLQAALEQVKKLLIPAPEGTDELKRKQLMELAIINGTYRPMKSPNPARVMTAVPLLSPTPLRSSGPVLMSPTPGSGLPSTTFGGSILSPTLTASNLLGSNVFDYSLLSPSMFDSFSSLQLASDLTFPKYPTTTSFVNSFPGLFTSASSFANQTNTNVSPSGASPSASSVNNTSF
# ZTA counter: ZTA (EBV) inhibition in EBNA-1 counter-screen; P03206; ZTA-DNA binding, fluorescence polarization; inhibition, % at 11 µM; 320,000 compounds, 0.15% hits; AID 2234; in the data active means inhibition above about 33%
# Efflux pump mplx: antifungal efflux pump inhibition, Nile Red retention | S. cerevisiae Candida pump triplex | inhibition, % at 10 µM | 330,000 compounds, 0.44% hits | AID 485275;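 active means plate passing quality check with inhibition over a set limit, or well fluorescence over plate mean plus 4 SD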;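 further: Nile Red retained in pooled yeast measured as flow cytometry median fluorescence; 0% = buffer negative control and 100% = Enniatin B positive control; higher means more Nile Red kept so more efflux inhibition; some compounds called inactive have numbers as strong as hits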
# Fam108B inh: Fam108B inhibition, counter-screen for RBBP9 inhibitors | recombinant Fam108B, FP-Rh probe fluorescence polarization | inhibition, % at 9.51 µM | 300,000 compounds, 0.33% hits;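 active means inhibition above the screen mean inhibition plus 3 SD, computed separately per campaign, cut at about 18% in these data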;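 further: inhibitors lower polarization as less probe binds the enzyme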
# * marks the source's active call; other numbers are inactive results; / = not tested or not shown.
SMILES,MEX-5 binding,Yeast superoxide,BCLXL inh,MCL1 BIM primary,EBNA-1 inhibitor,GLD-1 TGE inh,ZTA counter,Efflux pump mplx,Fam108B inh
O=C(O)CSc1nnc(-c2ccccc2)c(-c2ccccc2)n1,0.6,120,4,2,-7,-1,-22,0.2,-1
Cc1ccccc1Cn1cc(NC(=O)c2nc3ncccn3n2)cn1,3.4,113,6,8,-6,-2,-6,-0.2,-1
O=S(=O)(c1ccc(F)c(F)c1)N1CCN(Cc2ccc3c(c2)OCO3)CC1,0.5,84,1,1,-14,3,-29,-0.3,1
CCN1CCCC1CNC(=O)c1c(O)c2c([nH]c1=O)CCCC2 (configuration not stated),-1.0,78,7,1,8,3,-7,0.1,1
CC(Cc1cccs1)NC(=O)Nc1ccc(Cl)cc1 (configuration not stated),1.8,102,-1,-4,3,-1,-9,0.1,-3
O=c1c([N+](=O)[O-])c(N2CCCC2)c2ccccc2n1-c1ccccc1,-2.3,116,-1,4,1,-1,2,0.3,0
Oc1ccccc1-c1nc(NCc2ccccc2)c2ccccc2n1,1.0,109,3,3,3,5,-9,0.1,7
O=C(CN1C(=O)c2ccccc2C1=O)NCc1ccc(C(=O)O)cc1,0.3,77,-9,-7,-4,-13,-14,1.3,-2
Cc1sc(NC(=O)c2ccccc2)c(C(=O)NCCN(C)C)c1C,4.3,108,6,1,-8,1,-13,0.2,3
Cc1ccc(NC(=O)CSc2nnc(CNC(=O)c3ccco3)n2C)cc1,-1.2,94,1,2,-7,-3,-7,-0.1,4
Cc1cc(C(=O)Nc2ccc(C(=O)O)cc2)c(C)o1,1.3,99,-1,1,-6,9,6,0.0,2
CC1(C)CC(=O)C(C=NCCN2CCN(C(=S)Nc3ccc(F)cc3)CC2)=C(O)C1,1.5,116,-6,-8,-12,11,-8,0.6,-7
COc1ccc(S(=O)(=O)ON=C2CC(C)(C)N(C(C)=O)C(C)(C)C2)cc1,0.6,110,5,3,4,4,8,0.0,-3
N#Cc1cccc(NC(=O)CN2C(=O)NC(Cc3ccccc3)C2=O)c1 (configuration not stated),-2.3,102,-5,-4,4,4,-9,0.1,-8
CC(C)CCOC(=O)C1C2C=CC3(CN(Cc4cccs4)C(=O)C13)O2 (configuration not stated),1.5,106,3,6,2,2,10,0.3,-2
O=C(NC(Cc1ccccc1)C(=O)O)/C(=C\c1cccc([N+](=O)[O-])c1)NC(=O)c1ccco1 (configuration not stated),1.4,97,5,-1,0,6,-12,0.0,2
COc1cccc(/C=C/C(=O)OCC(=O)c2ccc3c(c2)NC(=O)CO3)c1OC,1.3,100,1,-4,-9,8,15,0.1,-7
CCN(CC)C(=O)c1oc2ccc(S(=O)(=O)N3CC(C)CC(C)C3)cc2c1C (configuration not stated),3.4,86,4,5,-5,9,-9,0.1,4
O=P(O)(O)c1ccccc1OCc1ccccc1,-4.7,114,5,10,-3,-1,14,-0.2,-4
COC(=O)Cc1ccc(NC(=S)NCCCN2CCOCC2)cc1,-3.1,105,7,2,-20,2,0,0.3,-2
COc1nc(N/N=C/c2cc3c(cc2Br)OCO3)nc(N2CCOCC2)n1,2.3,107,5,-3,6,6,7,-0.1,0
CC(C)NC(=O)CSc1nc2ccccc2n1-c1ccccc1,0.0,115,-5,-3,-2,8,-27,-0.1,0
Cc1nnc(NC(=O)CCC(=O)NCc2cccs2)s1,1.7,114,4,6,-9,3,-13,0.0,5
O=C(CSc1nnc(-c2ccco2)n1Cc1ccccc1)OC1CCCCC1,-1.4,107,2,-3,-5,1,1,0.3,-4
COc1ccc(CCCc2nnc(SCc3nc4ccccc4c(=O)[nH]3)n2C)cc1C,-3.0,106,4,-5,4,2,9,0.1,6
# Further records follow.
SMILES,MEX-5 binding,Yeast superoxide,BCLXL inh,MCL1 BIM primary,EBNA-1 inhibitor,GLD-1 TGE inh,ZTA counter,Efflux pump mplx,Fam108B inh
CCn1c(=O)n(CC)c2cc(S(=O)(=O)N3CCc4ccccc43)ccc21,0.5,109,2,12,-4,-6,2,0.2,1
CC(=O)Nc1cc2cc(NS(=O)(=O)c3ccc(Cl)cc3)ccc2oc1=O,-0.5,96,-2,0,5,0,-4,0.1,3
O=C(CCNC(=O)c1ccc(Br)cc1)NCCCSc1ccccc1,0.5,105,6,7,27,-6,-7,-0.1,-1
Cc1ccccc1C(=O)Nc1nnc(-c2ccc(F)cc2)o1,2.8,100,-2,-1,-6,5,-12,-0.3,2
COc1cc(NC(=O)COC(=O)c2ccc(C)c(S(=O)(=O)N3CCCCC3)c2)c(C)cc1[N+](=O)[O-],-1.2,96,7,3,3,1,3,-0.4,-5
Cc1ccc2oc(=O)cc(CN3CCN(Cc4ccccc4)CC3)c2c1,2.9,97,2,-1,-5,2,-3,0.0,1
C/C=C(\C)C(=O)NCCN1C2=NC[C@H](C(C)C)N2C[C@H]1Cc1ccc(O)cc1,0.5,111,5,3,-6,-1,-8,0.0,2
O=C(NCCN1CCCC1)C1CCN(S(=O)(=O)N2CCC3(CC2)OCCO3)CC1,-0.5,93,0,5,3,1,-1,0.1,4
O=C(CN1CCCC1)N1CCCc2c1c(=O)oc1ccc(OCc3ccccc3)cc21,-1.0,100,2,1,-4,3,-15,-0.1,1
Cc1cccc(C(=O)O/N=C(\N)c2ccc(Br)cc2)c1,0.9,109,5,6,21,1,10,-0.2,1
COc1ccc(-c2cc(C(F)F)n3ncc(C(=O)N4CCCCC4)c3n2)cc1,-3.0,97,11,1,-15,-3,-18,-0.1,0
C=CCSc1nc2c(cnn2-c2ccccc2)c(=O)n1N,/,95,8,8,5,3,2,0.0,-4
O=C(Cn1c(=O)oc2ccccc21)NCC1COc2ccccc2O1 (configuration not stated),0.4,103,-2,1,-4,0,11,0.0,5
COc1cc(=O)n2c(n1)SCCC2,-0.5,91,0,-6,-2,-4,-6,-0.1,3
CSc1nc(-c2ccccc2)nc(N2CCN(C)CC2)c1C(C)=O,-0.6,106,-6,-21,-4,-9,5,0.1,-5
COC(=O)Cn1c2ccc(C)cc2c2nc(C)sc21,-3.1,106,4,10,-5,7,2,0.0,-2
COc1ccccc1/C=C/c1nc2ccccc2c(=O)o1,0.3,131,11,8,-13,1,3,0.1,-6
Cc1c(C(=O)NC2CCCc3ccccc32)oc2ccc(S(=O)(=O)N3CCCCC3)cc12 (configuration not stated),-1.5,97,5,6,4,1,2,0.5,-4
CC(C)(C)NC(=O)c1ccccc1NC(=O)c1ccc2c(c1)OCO2,0.9,99,3,-3,-10,7,-29,0.2,0
Cc1ccc(C(=O)COC(=O)CNC(=O)COc2ccccc2C)cc1C,4.8,108,-1,-9,-21,5,-22,0.3,-1
CCCCCCCCN1C(=O)N(C)C(N(O)C(=O)NC)C1(C)C (configuration not stated),-1.1,108,8,-1,-7,-5,0,0.3,1
CCCCCCCCC1=NCCc2c1[nH]c1ccccc21,-0.4,93,5,-2,3,-1,-23,0.1,-1
O=[N+]([O-])c1ccc2nc(C(O)C(O)c3nc4ccc([N+](=O)[O-])cc4[nH]3)[nH]c2c1 (configuration not stated),-4.5,107,5,5,-16,0,-3,-0.3,0
Cc1cccc(NC(=O)CCC(=O)c2cccs2)n1,-2.3,77,5,-2,2,4,-7,-0.1,-3
COc1ccc(CCC(=O)N(C)CC(=O)Nc2ccc(N3CCOCC3)cc2)cc1,1.8,101,1,-3,-2,4,2,0.1,0

# Single records (already shown):
# Profile of `O=C(CSc1nnc(-c2ccco2)n1Cc1ccccc1)OC1CCCCC1` → MEX-5 binding = -1.4; Yeast superoxide = 107; BCLXL inh = 2; MCL1 BIM primary = -3; EBNA-1 inhibitor = -5; GLD-1 TGE inh = 1; ZTA counter = 1; Efflux pump mplx = 0.3; Fam108B inh = -4
# Profile of `Cc1nnc(NC(=O)CCC(=O)NCc2cccs2)s1` → MEX-5 binding = 1.7; Yeast superoxide = 114; BCLXL inh = 4; MCL1 BIM primary = 6; EBNA-1 inhibitor = -9; GLD-1 TGE inh = 3; ZTA counter = -13; Efflux pump mplx = 0.0; Fam108B inh = 5

# Continuation:
SMILES,MEX-5 binding,Yeast superoxide,BCLXL inh,MCL1 BIM primary,EBNA-1 inhibitor,GLD-1 TGE inh,ZTA counter,Efflux pump mplx,Fam108B inh
O=C(Nc1nnc(C2CCCCC2)s1)c1cccs1,-0.1,125,-10,-10,-1,8,-10,0.0,-1
C=C(C)CNC(=S)Nc1cccc(S(=O)(=O)NC2=NCCC2)c1,0.6,94,2,-2,-11,2,18,-0.1,0
COc1cc(C(=O)NNC(=O)c2ccc(NC(C)=O)cc2)cc(OC)c1OC,-1.4,106,4,-5,-9,3,-12,-0.1,0
Cc1cccc(-c2nnc(SCC#N)n2-c2ccccc2)c1,0.8,94,-3,2,-4,-5,2,-0.2,3
CC(C)=C1SC(N2CCN(c3cccc(C(F)(F)F)c3)CC2)=NC1=O,2.2,92,3,-6,-3,-5,0,0.0,-2
O=S1(=O)N=C(N/N=C/C=C/c2ccccc2)c2ccccc21,-2.2,101,5,9,2,-8,-11,-0.3,-1
C=CCc1c(C)nc(C)nc1N/N=C/c1ccccc1O,/,122,-4,-4,-8,8,-5,0.1,3
C=CCNC(=S)NNC(=O)c1ccc(OC(C)C)cc1,1.0,95,3,11,2,4,-5,-0.1,-3
CCN(CC)C(=O)Cn1cc(S(=O)(=O)CC(=O)NCCc2ccc(OC)c(OC)c2)c2ccccc21,1.2,107,1,-1,9,4,7,0.1,2
NS(=O)(=O)c1cccc(NC(=O)CCN2C(=O)C3CCCCC3C2=O)c1 (configuration not stated),/,86,2,1,/,-1,-2,0.1,/
CC(=O)C1=C(C)Nc2ncnn2C1c1ccc(O)cc1 (configuration not stated),3.3,91,1,-7,3,-1,-13,-0.3,1
CCOC(=O)C1CCCN(S(=O)(=O)c2ccc3c(c2)NC(=O)CO3)C1 (configuration not stated),4.2,108,5,7,2,2,3,-0.1,1
CC(=O)Oc1c(C)c(=O)n(C)c2ccccc12,-1.1,105,2,5,-3,10,-8,0.2,-3
Cc1cc(C)nc(SCCCNCc2c(F)cccc2Cl)n1,0.3,106,5,2,7,7,16,-0.1,2
CCOc1ccc(NS(=O)(=O)c2ccc(NS(C)(=O)=O)cc2)cc1,0.3,92,4,6,-12,7,-17,-0.1,-2
Cc1c(C(c2ccc(Br)cc2)c2c(C)n(C)n(-c3ccccc3)c2=O)c(=O)n(-c2ccccc2)n1C,0.8,100,-1,1,-3,-4,-13,0.0,0
COc1ccc(C(=O)N2CCc3cc4c(cc3C2C)OCCCO4)cc1 (configuration not stated),0.1,84,-1,-3,1,-3,-14,0.0,1
O=C1CCCN1CCCNS(=O)(=O)c1ccc(F)c(F)c1,-0.5,97,2,-3,0,4,4,-0.7,-3
Cc1ccc(CN2CCNC(=O)C2CC(=O)NCC(F)(F)F)o1 (configuration not stated),0.9,89,12,16,6,8,4,0.0,1
Cc1ccc(Cl)cc1OCC(=O)NCCOC(=O)Nc1sc(=S)n(C)c1C,1.3,123,2,5,2,0,10,0.1,1
COc1ccc(/C=C/c2ccccc2)cc1[C@H]1[C@H]2C=CC[C@@H](C)[C@@H]2C(=O)N1Cc1ccccc1,-1.7,101,0,-3,3,0,1,0.1,-8
O=C(O)CSc1nc2ccc(Cl)cc2[nH]1,-0.5,116,-2,-2,0,2,-2,0.5,-3
Cc1cc(C)n2nc(SCc3cc(=O)oc4cc(O)ccc34)nc2n1,-1.5,92,0,-4,0,2,-8,0.0,0
Cc1nnc(SCCN2CCOCC2)n1-c1cccc(Cl)c1,0.5,101,2,-7,-8,5,-1,-0.1,-2
COc1ccc(/C=N/NC(=O)CNC(=O)COc2ccccc2)cc1,1.8,104,6,8,-2,5,14,0.0,-4
CC(Oc1ccc(Br)cc1)C(=O)Nn1c(=S)[nH]c2ncccc2c1=O (configuration not stated),3.7,73,-2,-9,-15,-6,-7,0.2,2

# Assay outcomes deposited in PubChem by several laboratories.
